PHOSPHO1 inh: PHOSPHO1 (human) inhibition; Q8TCT1; recombinant PHOSPHO1, absorbance phosphatase assay; inhibition, % at 13.3 µM; actives 1.1% (n = 290,000); in the data active = inhibition above about 60%
MEKK2wt PB1 HTS: raises or lowers MEK5 binding to wildtype human MEKK2 PB1 domain | Q9Y2U5 | bead flow cytometry, Alexa488-MEK5 binding to MEKK2 WT; actives lie on both sides | binding response (% of control), % at 10 µM | actives 1.1% (n = 290,000) | AID 1531; in the data active = binding response below about 67% or above about 130%
GPR7 antagonist: antagonists of human GPR7 (neuropeptides B/W receptor 1). GPR7-expressing cells, fluorescence antagonist assay. actives 1.1% (n = 290,000). P48145. inhibition, % at 4.4 µM; in the data active = inhibition above about 16%, passing the limit was not always enough;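 also: cells stimulated with the agonist NPW; 0% = agonist with vehicle and 100% = vehicle without agonist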
MEKK3 PB1 HTS: raises or lowers MEK5 binding to the human MEKK3 PB1 domain; bead-based flow cytometry, Alexa488-MEK5 binding to MEKK3; actives lie on both sides; 0 = blocked by unlabeled MEK5, 100 = vehicle; binding response (% of control), % at 10 µM; actives 1.4% (n = 290,000); AID 1529;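 active = binding response more than 3 SD above or below the average of its plate-row segment, actives on both sides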;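 also: Alexa488 bead fluorescence after subtracting the streptavidin-only scavenger bead signal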
Target sequence (Q99759 whole entry, looked up, the tested form may be a part): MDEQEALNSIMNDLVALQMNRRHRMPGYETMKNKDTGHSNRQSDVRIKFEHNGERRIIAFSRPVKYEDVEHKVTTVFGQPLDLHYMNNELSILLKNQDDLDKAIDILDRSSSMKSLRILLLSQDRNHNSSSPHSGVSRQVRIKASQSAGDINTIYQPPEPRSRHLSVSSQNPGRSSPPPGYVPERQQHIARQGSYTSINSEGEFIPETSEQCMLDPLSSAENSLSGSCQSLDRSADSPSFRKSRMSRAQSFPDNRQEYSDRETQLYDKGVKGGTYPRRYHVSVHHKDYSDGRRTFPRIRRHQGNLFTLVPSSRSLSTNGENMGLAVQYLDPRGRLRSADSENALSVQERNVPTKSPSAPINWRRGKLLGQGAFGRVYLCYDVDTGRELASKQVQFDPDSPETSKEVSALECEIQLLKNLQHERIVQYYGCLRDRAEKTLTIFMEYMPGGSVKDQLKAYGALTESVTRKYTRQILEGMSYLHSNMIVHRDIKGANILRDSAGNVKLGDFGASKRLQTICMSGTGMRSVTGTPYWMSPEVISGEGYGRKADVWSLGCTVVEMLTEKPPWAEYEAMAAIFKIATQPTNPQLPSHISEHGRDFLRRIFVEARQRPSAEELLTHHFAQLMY
GalR3 antagonist: human GalR3 antagonism. O60755. HEK293 GalR3-CNG cAMP membrane potential fluorescence; galR3 body fused to GalR1 C-terminus. inhibition, % at 3 µM. actives 0.44% (n = 360,000). AID 651719;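 active = inhibition above the screen-wide average plus 3 SD, cut at about 13% in these data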;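 also: forskolin and galanin both at EC90 stimulate the cells; cAMP rise reported by CNG channel membrane potential dye signal; 0% = forskolin plus galanin with DMSO and 100% = forskolin alone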
V1R ag counter: V1a receptor agonism, counter-screen for OXTR agonists; actives 0.25% (n = 320,000); CHO-V1R cells, Fluo-8 calcium fluorescence, agonist mode; 0% DMSO, 100% 3 nM vasopressin; P37288; activation, % at 3 µM;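 active = activation above the mean activation of all tested compounds plus 3 SD, per screening run, cut at about 20% in these data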;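 also: signal is peak over basal fluorescence ratio across a 100 second FLIPR read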
OXTR ag: agonists of human oxytocin receptor | CHO-OTR cells, Fluo-8 calcium fluorescence; normalized: DMSO 0%, oxytocin 100% | actives 0.32% (n = 320,000) | activation, % at 3 µM | P30559 | AID 2435;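 active = activation above the mean of all tested compounds plus 3 SD, cutoff set per screening run, cut at about 20% in these data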;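 also: peak over basal fluorescence ratio from a 100 s FLIPR kinetic read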
Target sequence (P30559 whole entry, looked up): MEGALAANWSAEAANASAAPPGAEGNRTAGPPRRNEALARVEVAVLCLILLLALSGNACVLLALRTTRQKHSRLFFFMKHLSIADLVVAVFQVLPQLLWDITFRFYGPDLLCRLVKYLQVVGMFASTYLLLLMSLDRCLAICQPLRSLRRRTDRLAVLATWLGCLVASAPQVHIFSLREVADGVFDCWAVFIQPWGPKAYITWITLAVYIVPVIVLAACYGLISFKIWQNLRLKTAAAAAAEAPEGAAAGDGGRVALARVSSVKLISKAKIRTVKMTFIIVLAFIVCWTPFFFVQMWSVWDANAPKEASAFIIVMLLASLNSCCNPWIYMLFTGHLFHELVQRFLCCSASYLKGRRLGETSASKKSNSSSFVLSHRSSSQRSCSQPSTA
MEKK2 mut-MEK5: signal of MEK5 binding to mutant human MEKK2 PB1 domain | bead flow cytometry, Alexa488-MEK5 binding to MEKK2 mutant | percent response, % at 10 µM | actives 0.35% (n = 290,000) | AID 1530; in the data active = percent response above about 24%, passing the limit was not always enough; also: inactives centre near 1; some results filed as inactive read as strong as hits; reference of the scale not given here
NALP1 inh: inhibitors of NALP1 inflammasome in yeast; S. cerevisiae NALP1/ASC/caspase-1 growth, X-gal OD620, 72 h; inhibition, % at 10 µM; actives 0.61% (n = 280,000); AID 2071; in the data active = inhibition mostly above about 24%, no sharp cut-off; inactive = mostly below about 32%; also: some compounds called inactive have numbers as strong as hits
Numbers without * were called inactive; x = not tested or not shown; & = joins results of further samples. Compounds as they come; 5.4% or so of the library scored in one or more.

Values run as follows: PHOSPHO1 inh	MEKK2wt PB1 HTS	GPR7 antagonist	MEKK3 PB1 HTS	GalR3 antagonist	V1R ag counter	OXTR ag	MEKK2 mut-MEK5	NALP1 inh
COc1ccc(/C([O-])=C(/C(=S)Nc2ccc(C)c(C)c2)n2c[n+](C)c3ccccc32)cc1OC
→ -63	x	-4	x	-4	-0.5	-0.9	x	-4
COc1nccnc1NS(=O)(=O)c1ccc(N=Cc2c(C)[nH]n(-c3ccc(C)c(C)c3)c2=O)cc1
→ 8	x	8	x	-5	1.1	0.5	x	-3
CCn1c(SCC(=O)Nc2nc(C)cs2)nnc1-c1cccnc1
→ 23	103	-3	102	-6	0.2	0.1	7	6
Cn1nc(CC(=O)NC2CCCCC2)c2ccccc2c1=O
→ 0	103	-15	97	0	3.6	4.1	3	-157
Cc1ccc(/C(N)=N/OC(=O)c2cc(-c3ccccc3)nc3ccccc23)cc1
→ 19	97	-8	102	-2	0.4	-1.0	0	16
CCCCCCN1CC(O)=C(c2ccccc2)C1=N
→ -4	107	8	105	-3	-0.5	-0.5	2	15
CCOc1ccccc1NC(=O)[C@@H](NC(=O)c1ccccc1F)C(C)C
→ 6	110	-2	107	-8	0.4	-1.9	13	-14
O=C(NCc1ccco1)c1csc2c1CCCC2
→ 21	99	5	99	-4	-1.3	-2.0	0	3
CC(=O)Nc1ccc(C(=O)Nc2ccncc2)cc1
→ 34	105	-13	104	-9	0.7	-0.5	4	-10
O=C(c1cc2ccccc2oc1=O)N(Cc1cccs1)Cc1cccs1
→ -4	88	-7	113	-2	-0.7	-2.0	-4	12
Cc1ccc(C2CC(c3cccc(Br)c3)Nc3nnnn32)cc1 (configuration not stated)
→ -17	95	2	105	-2	5.6	1.1	3	28
CCOC(=O)CSc1nnnn1-c1cccc2ccccc12
→ -26	103	0	105	-5	0.9	-1.3	3	30
CC(CC(=O)Nc1cccc(F)c1)S(=O)(=O)c1ccc2c(c1)NC(=O)CO2 (configuration not stated)
→ 22	101	-7	98	-8	0.0	0.5	1	2
O=C(Cn1c(=O)oc2ccccc21)N1CCN(c2ccccc2)CC1
→ 47	106	14	103	-3	-0.6	1.0	3	x
Nc1nc(SCC(=O)NCCc2ccccc2)[nH]c(=O)c1-c1ccccc1
→ 41	97	-8	102	-4	0.6	0.0	-4	9
CCOC(=O)c1nn(-c2ccccc2)c2nnc(Cc3ccc(Cl)cc3)c(=O)n12
→ -13	99	-6	99	-6	0.4	-2.4	2	25
CC1Cc2cc(S(=O)(=O)CCC(=O)NC3CCCCC3)ccc2N1C(=O)C1CC1 (configuration not stated)
→ 28	99	-12	100	-10	0.0	-1.1	-2	17
COc1ccc(C)cc1NC(=O)c1cc2c(CO)cnc(C)c2oc1=N
→ -6	103	-4	109	-1	0.8	0.9	5	30
O=C(NC(Cc1ccccc1)C(=O)O)/C(=C/c1cccc(Br)c1)NC(=O)c1ccco1 (configuration not stated)
→ 26	103	2	104	-9	0.2	-0.1	1	8
CSc1nnc(-c2ccc(NC(N)=S)cc2)o1
→ 51	98	-2	101	-4	-1.7	0.7	1	5
CCOP(=O)(OCC)C1NC(=O)N(c2ccccc2)C1=O (configuration not stated)
→ 11	110	-11	109	-11	1.7	2.4	9	12
CCc1ccc(NC(=O)c2cnn(-c3ccccc3)c2C)cc1
→ 0	95	-9	88	-11	7.1	2.4	-3	28
CC12CC(c3ccccc3O1)C(/C(N)=N/NC(=O)c1ccc(F)cc1)C(=O)N2 (configuration not stated)
→ -7	95	4	99	0	0.4	1.3	9	24
CS(=O)(=O)N(CC(=O)Nc1ccccc1C(=O)N1CCOCC1)c1ccc2c(c1)OCO2
→ -40	99	8	102	-5	0.0	0.2	5	0
O=C(CSCc1ccccc1)NNC(=S)Nc1cccc(Cl)c1Cl
→ 37	105	-14	100	4	8.0	7.6	4	12
COc1ccc(-c2nnc(SCCC(=O)O)n2-c2ccccc2)cc1
→ -48	104	-2	104	2	0.7	0.0	9	-5
CCn1c(SCC(=O)c2ccccc2)nnc1-c1cc2cc(Br)ccc2o1
→ 12	95	-14	98	0	-0.3	-1.2	-3	x
Cn1c2ccccc2c(=O)c2c(=O)n(Cc3ccco3)c(COc3ccccc3)nc21
→ -17	96	-6	130*	-1	2.2	1.8	0	22
CC1=NN(/C(=N\c2nnc(C)s2)Nc2ccccc2)[C@H](c2ccc(C)cc2)S1
→ -8	108	-3	109	-3	-0.3	-2.4	5	3
COc1cc(C2Nc3ccc4ncccc4c3C3=C2C(=O)CCC3)ccc1O (configuration not stated)
→ 18	106	0	101	-2	0.6	-0.7	-1	9
CC1CCC(C(C)C)C(OC(=O)Cn2c(-c3ccc(Cl)cc3)[n+](C)c3ccccc32)C1 (configuration not stated)
→ 13	105	60*	98	-4	-0.7	-0.3	-3	x
O=C(CCc1ccccc1)NCC1(c2ccccc2)CCCC1
→ 11	100	18	101	-11	-1.6	-2.0	-3	20
COc1ccc(NC(=O)c2ccc(C)cc2Cl)c([N+](=O)[O-])c1
→ 31	106	-13	103	0	-1.4	-2.0	5	20
CN(Cc1ccc(F)cc1)Cc1nc(-c2cnccn2)no1
→ 32	101	8	100	3	0.5	0.5	-1	8
Cc1cccn2c(=O)c3cc(C(=O)NC4CCCCC4)c(=N)n(CCN4CCOCC4)c3nc12
→ 46	97	4	97	-6	-0.8	-1.0	0	-2
Cc1ccc(NC(=O)c2scc3c2CCCC3)cc1
→ -5	100	3	106	1	-0.1	-2.5	-1	36
CC(C)C(=O)Nc1ccc(N2CCCC2)c(Cl)c1
→ 38	123	-4	151*	-7	-0.3	-1.6	3	3
Cc1nnc2sc(-c3cccc(F)c3)nn2c1=O
→ 38	103	-11	104	-6	0.0	-0.2	5	-17
Cc1ccc(CNC(=O)C2CCC(=O)N(CCc3cccc(F)c3)C2)s1 (configuration not stated)
→ x	101	-11	101	-3	x	x	-3	1
Cc1ccc(C)c(S(=O)(=O)NCc2ccncc2)c1
→ 28	128	2	137*	2	7.7	8.2	11	9
COc1cc(C(=O)N2CCC3(CC2)NCCc2[nH]cnc23)cc(OC)c1OC
→ 24	99	-11	99	-7	-0.3	-0.5	7	8
COc1ccc(-n2c(SCC(=O)N(C)c3ccccc3)nc3c([nH]c4ccccc43)c2=O)cc1OC
→ 13	92	-10	95	-2	0.6	0.4	-2	14
CC(C)c1cc(C(=O)Nc2sc3c(c2C#N)CCC3)no1
→ 26	100	23	103	x	1.6	1.5	3	0
CC(=O)Nc1ccc(S(=O)(=O)Nc2nc3ccccc3nc2Nc2ccc(O)c(C(=O)O)c2)cc1
→ 20	97	-10	97	0	1.8	1.6	-1	24
CCCCC(=O)Nc1nn(CC(C)C)c2nc3ccccc3cc12
→ -11	91	-6	94	-1	-1.8	-1.9	-5	14

Printed as active in MEKK3 PB1 HTS (from the list above):
SMILES	PHOSPHO1 inh	MEKK2wt PB1 HTS	GPR7 antagonist	MEKK3 PB1 HTS	GalR3 antagonist	MEKK2 mut-MEK5	NALP1 inh
Cn1c2ccccc2c(=O)c2c(=O)n(Cc3ccco3)c(COc3ccccc3)nc21	-17	96	-6	130*	-1	0	22
CC(C)C(=O)Nc1ccc(N2CCCC2)c(Cl)c1	38	123	-4	151*	-7	3	3
Cc1ccc(C)c(S(=O)(=O)NCc2ccncc2)c1	28	128	2	137*	2	11	9

Next records.
Values run as follows: PHOSPHO1 inh	MEKK2wt PB1 HTS	GPR7 antagonist	MEKK3 PB1 HTS	GalR3 antagonist	V1R ag counter	OXTR ag	MEKK2 mut-MEK5	NALP1 inh
CC1(C)CC(=O)C(CCCN2C(=O)c3ccccc3C2=O)C(=O)C1
→ 32	101	-4	102	-4	0.1	0.4	1	-6
Cc1ccc(-c2[nH]ncc2CNCCc2cnn(-c3ccccc3)c2)cc1C
→ 8	133	-2	107	-4	5.7	6.1	23	-12
COc1ccc(S(=O)(=O)N2CCCC(C(=O)NCc3ccccn3)C2)cc1Cl (configuration not stated)
→ 3	103	-2	103	-7	0.1	-0.5	3	x
CS/C(=N\S(=O)(=O)c1cccs1)Nc1ccc(Br)cc1F
→ -2	115	4	100	-3&-2	0.5	0.7	13	46
COc1ccc(C(=O)N/C(=C\c2cccc([N+](=O)[O-])c2)C(=O)Nc2cccc(C(=O)O)c2)cc1
→ 35	105	-11	105	-2	0.0	1.1	8	12
CCc1nnc(NC(=O)c2ccc(Cl)c(S(=O)(=O)N3CCc4ccccc4C3)c2)s1
→ -10	95	-4	99	2	3.9	1.6	-3	17
O=c1[nH][nH]c(-c2ccccc2)c1C=Nc1ccccc1
→ 4	x	-10	x	-1	0.1	-1.0	x	11
O=C(O)CCc1ccc(-c2cccs2)o1
→ -4	100	-7	103	x	0.4	-0.2	-1	-3
CCN(C(=O)COC(=O)c1[nH]c(C)c(C(C)=O)c1C)C1CCS(=O)(=O)C1 (configuration not stated)
→ -9	102	-8	99	-3	-0.2	0.8	2	7
COC(=O)C1CCN(c2ccc([N+](=O)[O-])cc2[N+](=O)[O-])CC1
→ 21	101	-2	101	-5	0.6	-0.6	-5	-5
Cc1ccc(NC(=O)CSc2nn3c(=O)c(C)nnc3s2)cc1Cl
→ 33	92	-4	88	0	0.3	0.9	-4	-4
Cc1ccccc1C(=O)NN1CC(C(=O)OCc2ccc(Cl)c(Cl)c2)CC1=O (configuration not stated)
→ 23	108	-10	104	-4	11	6.3	9	19
CC(C)N(Cc1ccccc1)C(=O)/C=C/c1ccccc1[N+](=O)[O-]
→ -10	94	-7	102	-9	1.0	-2.0	-6	10
CCCc1cc(C(=O)NC2CCCCC2)no1
→ -2	105	4	108	x	-1.3	-1.0	8	29
CCCCCC1CCC(c2ccc(C(N)=O)cc2)CC1 (configuration not stated)
→ 31	108	-22	113	-3	-0.2	0.8	12	4
CCc1ccccc1NC(=S)N1CCC(C(=O)c2ccc(F)cc2)CC1
→ -1	90	-10	94	-4	1.1	0.3	0	2
O=c1cc(CSc2nnnn2-c2ccccc2)nc(Nc2ccc(F)cc2)[nH]1
→ 15	101	19	104	-3	0.4	-1.2	-2	6
O=C(NCCNC(=O)c1ccc(Br)o1)c1ccc(Br)o1
→ 2	104	-1	105	0	0.9	-0.2	3	13
C#CC(C)(CC)NC(=O)c1cc(OC)c(OC)c(OC)c1 (configuration not stated)
→ 13	x	-9	x	0	0.4	-0.7	x	15
CCOC(=O)c1cccc(N/C=C/C(=O)c2ccc(OC)c(OC)c2)c1
→ -12	92	-13	92	8	1.9	0.3	-3	-7
COc1ccc(C(=O)NCCn2cc(SCC(N)=O)c3ccccc32)cc1
→ 18	106	-8	109	-6	3.1	1.4	12	x
Cc1c(Br)c(C(F)(F)F)nn1CC(=O)NCC1CCCO1 (configuration not stated)
→ -33	96	-4	93	-1	-0.3	-0.6	-3	23
CC(=O)Nc1ccc(OC(=O)c2cc([N+](=O)[O-])ccc2Cl)cc1
→ 30	100	10	96	x	1.6	2.6	0	16
CC(=O)Nc1sc2c(c1C(c1cccc(F)c1)N1CCN(CCO)CC1)CCCC2 (configuration not stated)
→ 20	107	-6	98	-4	2.5	2.2	3	2
O=C(NCc1ccccc1C(F)(F)F)C1CC(c2ccccc2C(F)(F)F)=NO1 (configuration not stated)
→ 0	93	x	106	-5	-0.1	-0.9	4	x
O=C(CSCc1ccc(Br)cc1)N1CCOCC1
→ 2	99	-9	99	2	-0.1	1.3	0	8
CSc1nnc(-c2ccco2)n1-c1ccccc1
→ 15	124	-5	123*	0	-0.1	-0.3	12	4
CC1(C)NC(=O)N(CCSc2ccc(Cl)cc2)C1=O
→ 31	92	2	100	-3	0.8	0.5	-5	30*

Bioassay records from PubChem.
